Compound activity deposited in PubChem by National Center for Advancing Translational Sciences (NCATS).
Lipid storage S3 – qHTS Assay for Lipid Storage Modulators in Drosophila S3 Cells; Drosophila S3 cells, BODIPY lipid droplet fluorescence, 18-24 h; cells fed with added oleic acid; lipid storage change, negative = inhibition, % at the top dose, mostly 46.1 µM; hits show Potency in µM; 0.64% of 320,000 active; active means well fitted inhibition curve with a large enough effect in the signal ratio, with a control signal flat, not every such curve was filed as active; inconclusive means small, poorly fitted or top-dose-only effect, or effect the other way, or a change in a side signal; the % refers to the signal ratio
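Laser-scanning cytometry quantifies lipid droplet accumulation (500–530 nm total intensity; droplet/cell object ratio) in oleic acid-fed (400 uM added) Drosophila S3 cells treated with a concentration series. 20 uM Triacsin C defined 100% inhibition.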
Lipid storage S3 cell count max – recorded beside Lipid storage S3, whose call it bears; cell number change, %; measured here: cell count max response;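 cells counted by Cell Tracker Red CMTPX staining in the red channel; peak over a dose series mostly up to 46.1 µM; percent activity relative to internal control wells on each plate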
* marks the source's active call; other numbers are inactive results; i = inactive; u = inconclusive; x = no result given. On the % scale 0 is the no-effect control and ±100 the full control effect; potency means the concentration at half of the fitted maximal effect.

Lipid storage S3	Lipid storage S3 cell count max	structure
-3%	-17	CCOc1ccc(NS(=O)(=O)c2ccc3[nH]cc(C(=O)N(CC)CC)c(=O)c3c2)cc1
-13%	x	O=C(CN1C(=O)/C(=C/c2ccccc2)SC1=S)NC1CCS(=O)(=O)C1 (centres undefined)
u	x	O=C1NC(=S)N/C1=C/c1cc2c(cc1[N+](=O)[O-])OCO2
3%	-16	CCn1c(SCc2ccccc2)nnc1-c1cccs1
u	x	CN(C)/C=C(\C#N)c1nc2ccccc2[nH]1
-15%	-9	CCOc1ccccc1NC(=O)c1sc2ncn(CC(=O)N3CCOCC3)c(=O)c2c1C
-2%	1	COc1ccc(CCNC(=O)C2CCN(S(=O)(=O)c3cccs3)CC2)cc1OC
-5%	3	COc1ccc(Cn2c(=O)c3[nH]cnc3n(-c3ccc(C)cc3)c2=O)cc1
u	x	O=C1CC(C(=O)N2CCOCC2)C2(CCCCC2)O1 (centres undefined)
u	x	COC(=O)c1c(=O)n(O)c2ccc(OC)cc2[n+]1[O-]
u	x	COC(=O)C1=C(C)NC2=C(C(=O)CCC2)C1c1cn(Cc2ccc(Cl)cc2Cl)nc1-c1ccccc1 (centres undefined)
u	x	Cn1c(CSCc2ccc(Cl)c(Cl)c2)nnc1SCC(=O)Nc1nccs1
-1%	21	C=CCOc1ccccc1/C=c1\sc2nc(=O)c(C)nn2c1=O
u	x	Cc1nc2ccccc2c2oc(C(=O)NCC3COc4ccccc4O3)cc12 (centres undefined)
7%	6	OC(c1ccc(F)cc1)C(CN1CCOCC1)c1ccccc1 (centres undefined)
u	x	CCC(C)NCCOc1cc(C)cc(C)c1C (centres undefined)
u	x	Cc1nnc(SCC(=O)N2CCN(S(=O)(=O)c3ccccc3)CC2)[nH]c1=O
u	x	CCOc1cc(CN2CCSCC2)ccc1O
-8%	0	O=C(NS(=O)(=O)c1ccccc1)c1cccc(Br)c1
u	x	CCOC(=O)c1c(NC(=O)CCN2CCOCC2)sc(C)c1-c1ccccc1
u	x	CC(Sc1nc2ccccc2s1)C(=O)Nc1ccc2c(c1)OCO2 (centres undefined)
u	x	Cc1ccc(OCc2cc(C(=O)N(C)CCc3ccccn3)no2)cn1
2%	-13	CCCCCc1nnc(NC(=O)CS(=O)(=O)Cc2ccccc2)s1
i	-7	O=C(NCc1ccco1)C(Cc1ccccc1)N1C(=O)c2ccccc2C1=O (centres undefined)

19 entries out of the list, ordered by molecular weight, smallest number first.
Lipid storage S3	Lipid storage S3 cell count max	structure
u	x	CN(C)/C=C(\C#N)c1nc2ccccc2[nH]1
u	x	CCC(C)NCCOc1cc(C)cc(C)c1C (centres undefined)
u	x	CCOc1cc(CN2CCSCC2)ccc1O
u	x	COC(=O)c1c(=O)n(O)c2ccc(OC)cc2[n+]1[O-]
u	x	O=C1NC(=S)N/C1=C/c1cc2c(cc1[N+](=O)[O-])OCO2
3%	-16	CCn1c(SCc2ccccc2)nnc1-c1cccs1
7%	6	OC(c1ccc(F)cc1)C(CN1CCOCC1)c1ccccc1 (centres undefined)
-1%	21	C=CCOc1ccccc1/C=c1\sc2nc(=O)c(C)nn2c1=O
-8%	0	O=C(NS(=O)(=O)c1ccccc1)c1cccc(Br)c1
u	x	Cc1ccc(OCc2cc(C(=O)N(C)CCc3ccccn3)no2)cn1
u	x	CC(Sc1nc2ccccc2s1)C(=O)Nc1ccc2c(c1)OCO2 (centres undefined)
2%	-13	CCCCCc1nnc(NC(=O)CS(=O)(=O)Cc2ccccc2)s1
i	-7	O=C(NCc1ccco1)C(Cc1ccccc1)N1C(=O)c2ccccc2C1=O (centres undefined)
u	x	CCOC(=O)c1c(NC(=O)CCN2CCOCC2)sc(C)c1-c1ccccc1
u	x	Cc1nnc(SCC(=O)N2CCN(S(=O)(=O)c3ccccc3)CC2)[nH]c1=O
-2%	1	COc1ccc(CCNC(=O)C2CCN(S(=O)(=O)c3cccs3)CC2)cc1OC
-15%	-9	CCOc1ccccc1NC(=O)c1sc2ncn(CC(=O)N3CCOCC3)c(=O)c2c1C
u	x	Cn1c(CSCc2ccc(Cl)c(Cl)c2)nnc1SCC(=O)Nc1nccs1
u	x	COC(=O)C1=C(C)NC2=C(C(=O)CCC2)C1c1cn(Cc2ccc(Cl)cc2Cl)nc1-c1ccccc1 (centres undefined)

The list goes on:
Lipid storage S3	Lipid storage S3 cell count max	structure
u	x	O=C(NCCCN1CCOCC1)c1ccc(-c2ccc(Cl)cc2)o1
u	x	CCn1c(OC)nc2c1c(=O)n(C)c(=O)n2C
19%	11	Clc1ccccc1-c1nnc(-c2ccccc2Cl)o1
u	x	COc1ccc(C(=O)C2CCCN(C(=O)c3noc4c3CCCC4)C2)cc1F (centres undefined)
i	10	O=C(NC(=S)N1CCCC1)c1ccccc1
1%	-2	CCN(CC)C(=O)c1ccc(COc2ccccc2Cl)cc1
u	x	CN1CC(c2ccccc2)C(c2ccc(Cl)cc2)=N1 (centres undefined)
-2%	-5	CSc1nnc(-c2cccc(NC(=S)NN)c2)o1

Full records, looked up by structure:
Results for `COc1ccc(C(=O)C2CCCN(C(=O)c3noc4c3CCCC4)C2)cc1F` (centres undefined) → Lipid storage S3: u; Lipid storage S3 cell count max: x
Results for `CCN(CC)C(=O)c1ccc(COc2ccccc2Cl)cc1` → Lipid storage S3: 1%; Lipid storage S3 cell count max: -2

The list continues:
Lipid storage S3	Lipid storage S3 cell count max	structure
u	x	CCOC(=O)NCc1ccc(CNC(=O)OCC)cc1
u	x	COc1cccc(/C=N/n2c(C)nc3ccccc32)c1OC
u	x	COc1ccccc1C(=O)Nc1onc(C)c1C#N
u	x	Cc1nc(NC(=O)c2cc3ccccc3o2)ccc1Br
u	x	Cc1cc(C)cc(N(CC(=O)NC2CCCCC2)C(=O)c2ccc(C)s2)c1
u	x	CCCc1c(C)c2ccc(OCC(C)=O)cc2oc1=O
u	x	Cc1[nH]n(-c2ccccc2)c(=O)c1N=Nc1cccc(Cl)c1
18%	15	CCN(C(=S)Nc1cc(S(=O)(=O)N2CCOCC2)ccc1Cl)c1cccc2ccccc12
u	x	N#C/C(=C/c1ccc(N2CCCCCC2)o1)c1ccc(Cl)cc1
1%	2	Cc1cccc(NC(=O)C2C(c3ccccc3)C2(Cl)Cl)c1 (centres undefined)
i	9	Cc1cc(NC(=O)CCC(=O)N(c2ccc(C)c(F)c2)C(C(=O)NC2CCCC2)c2ccco2)no1 (centres undefined)
-4%	2	Cc1cc(C)n(C(=O)c2ccc(Cl)c(F)c2F)n1
u	x	COc1ccc(C(=O)Nc2nnc(SCC(=O)NCc3ccco3)s2)c(OC)c1
9%	-1	CCCCCCNC(=O)CCCCCNS(=O)(=O)c1ccc(OC)cc1
u	x	Cn1cnnc1SCC(=O)Nc1ccc(N2CCCCC2)cc1
u	x	Cc1ccc(CNC(=O)CCCCCNC(=O)N2CCn3c2nc2ccccc23)cc1
u	x	O=C(CCN1C(=O)C2CCCCC2C1=O)Nc1nc(-c2ccc(F)c(F)c2)cs1 (centres undefined)
1%	-9	CCN(CC)C(=O)/C(NC(=O)c1ccccc1)=C(/Sc1ncccn1)c1ccccc1
u	x	CCCCCNC(=O)C(C)Sc1ccc(Cl)cc1 (centres undefined)
1%	2	Cc1ccc(-c2cccc(NC(=O)C3C(C(=O)O)[C@@H]4C=C[C@H]3C4)c2)o1 (some centres undefined)
u	x	C=CCN(CC=C)C(=O)c1ccccc1NC(=O)c1ccccc1C
-5%	-3	COc1ccc(-n2nnc3c(SCC(=O)OCc4ccccc4)ncnc32)cc1
10%	13	COc1ccc(C(CC(=O)Nc2nccs2)C(C)C)cc1 (centres undefined)
-1%	-14	CCOc1ccccc1NC(=O)CSC1=C(C#N)C(c2ccco2)C(C(=O)Nc2nc3ccccc3s2)=C(C)N1 (centres undefined)
1%	13	S=C(NCc1ccc(Cl)cc1)NCc1ccccn1
-11%	-11	COc1ccc(/C=C/c2nc(-c3ccccc3)cc(=O)[nH]2)cc1
u	x	CCOC(=O)c1c(NC(=O)C2CCCN(S(=O)(=O)c3ccccc3)C2)sc2c1CCCC2 (centres undefined)
-1%	16	COc1ccc(CCNS(=O)(=O)c2cccc(C)c2)cc1OC
u	x	COc1cccc2c(=O)cc(C)n(CC(=O)Nc3ccc(C)c(C)c3)c12
9%	4	O=C1CC2(CC(c3ccc(Cl)cc3)=NO2)C(=O)N1c1ccccc1 (centres undefined)
0%	-12	CCC(=O)Nc1cccc(-c2cn3ccccc3n2)c1
-6%	1	O=C(O)c1cc(-c2ccc(N3CCOCC3)cc2)nn1-c1ccc(F)cc1F
4%	-6	COc1ccc2[nH]c(C)cc(=O)c2c1
2%	-3	CC(C)NC(=O)N1c2ccccc2Sc2ccccc21
u	x	CC(NC(=O)C1CCN(C(=O)Nc2ccccc2)CC1)c1ccccc1Cl (centres undefined)
u	x	O=C(COC(=O)c1ccccc1Nc1ccc(SC(F)F)cc1)NC1CC1
u	x	COc1ccccc1OCCNC(=O)c1cccc(S(=O)(=O)N2CCN(C)CC2)c1
16%	-21	CCn1nc(C)c(NC(=O)CCSc2nc(-c3ccco3)cc(C(F)(F)F)n2)c1C
3%	7	O=C(c1cn2ccccc2n1)N1CCc2c([nH]c3ccccc23)C1c1ccccn1 (centres undefined)
u	x	CCCC(C(=O)Nc1ccc(S(=O)(=O)N2CCCC2)cc1)c1ccccc1 (centres undefined)
u	x	O=C(CSc1nnc(-c2ccccc2O)n1-c1ccccc1)Nc1cccc(C(=O)O)c1
u	x	Cc1noc(C)c1COC(=O)CNC(=O)c1ccc(Cl)cc1
10%	1	CC(=O)Nc1ccc2c(c1)nc(CCNC(=O)c1ccccc1)n2C
9%	-14	COc1ccc(C(=O)CSc2nnc(-c3cc(C)cc(C)c3)o2)cc1
u	x	CCCC(=O)Nc1c(-c2ccc(OC)cc2)c(=O)c2ccccc2n1C
6%	7	Cc1cccc2cc(C#N)c(SCC(=O)NCC3CCCO3)nc12 (centres undefined)
u	x	CC(=O)c1ccc(N=Nc2c(C)[nH]n(-c3ccccc3)c2=O)cc1
u	x	CCOc1cc([N+](=O)[O-])cc(/C=N/NC(=O)c2c(-c3ccccc3)noc2C)c1O
u	x	COc1cccc(CC(=O)OC(C)C(=O)Nc2ccc(Cl)cn2)c1 (centres undefined)
7%	1	O=C1OCc2cc(NC(=O)C3COc4ccccc4O3)ccc21 (centres undefined)
12%	11	O=C(O)c1c(NC(=O)N2CCCC2)sc2c1CCCC2
u	x	CC(=O)NCc1cccc(CNC(C)=O)n1
i	-14	CNc1c(-n2cc(C(=O)OC)c(C(=O)OC)c2C(=O)OC)c(=O)n(C)c(=O)n1C
u	x	COC(=O)Nc1nncs1
u	x	CCc1cccc(Oc2nn[nH]n2)c1
-1%	-10	Cc1ccc(S(=O)(=O)N(C)CC(=O)OCC(=O)c2c(N)n(C)c(=O)n(C)c2=O)cc1

More entries follow:
Lipid storage S3	Lipid storage S3 cell count max	structure
i	x	CCn1c(C2CC(=O)N(Cc3ccccc3)C2)nc2ccccc21 (centres undefined)
u	x	Cc1c(NC(=O)CN2C(=O)NC(C)(c3ccc(Cl)cc3)C2=O)c(=O)n(-c2ccccc2)n1C (centres undefined)
-10%	-4	CCC(Sc1ncnc2sc(C)c(C)c12)C(=O)OC (centres undefined)
u	x	O=C(O)c1cc(-c2ccc3c(c2)OCO3)nc2ccc(Br)cc12
u	x	CCC(c1nnnn1C(C)(C)C)N(Cc1ccco1)Cc1cc2cccc(C)c2[nH]c1=O (centres undefined)
-2%	0	O=C1CN(C(=O)c2cc([N+](=O)[O-])ccc2Cl)C(c2ccccc2)c2cc(F)ccc2N1 (centres undefined)
-1%	3	Clc1ccc2[nH]cc(-c3nnnn3-c3ccccc3)c2c1
i	x	CCCCN(C(=O)c1ccc(Br)o1)C1CCS(=O)(=O)C1 (centres undefined)
u	x	Cc1c(NC(=O)OCc2ccccc2)c(=O)n(-c2ccccc2)n1C
u	x	CNC(=S)NCC(O)c1ccc([N+](=O)[O-])cc1 (centres undefined)
-16%	-11	O=C(O)c1ccc(-c2cccc([N+](=O)[O-])c2)o1
u	x	COCc1cc(C2C(C(=O)c3ccco3)=C(O)C(=O)N2CCOCCO)ccc1O (centres undefined)
u	x	COc1ccc(CC(=O)O/N=C(\N)Cc2ccc([N+](=O)[O-])cc2)cc1
-19%	0	CCOc1ccc(NC2c3ccccc3C(=O)N2Cc2ccco2)cc1 (centres undefined)
u	x	CN1C(=O)C(O)(CC(=O)/C=C/C=C/c2ccccc2)c2ccccc21 (centres undefined)
u	x	CSCCC(NS(=O)(=O)c1ccc(C)cc1)C(=O)NC1CCCCC1 (centres undefined)
0%	15	CC(C)CN1CN(Cc2ccco2)CNC1=S
u	x	CCOC(=O)c1ccc(NC(=S)N2CCSC2c2ccc(OC)cc2)cc1 (centres undefined)
u	x	O=C(NCC(O)CO)c1csc(Nc2cccc3ccccc23)n1 (centres undefined)
u	x	Cc1onc(-c2c(Cl)cccc2Cl)c1C(=O)Nc1nccs1
1%	11	O=C(C1CCN(C2CC(=O)N(c3cccc(Cl)c3)C2=O)CC1)N1CCCCCC1 (centres undefined)
u	x	CC1C(=O)C(C)C(c2ccccc2F)NC1c1ccccc1F (centres undefined)
-2%	-22	CC[C@@H]1CC=C[C@H]2[C@H]1C(=O)N(Cc1ccccc1)[C@H]2c1ccc(C(F)(F)F)cc1
23%	16	COc1ccc(C(=O)Nc2ccccc2-c2nnn(CC(=O)N3CCOCC3)n2)cc1
14%	x	CC1CN(C(=O)c2c(Br)cnn2C)CC(C)O1 (centres undefined)
10%	8	Cc1nc(-n2nnc(CO)c2CO)nc2c1CCC2
0%	-7	CC(Nc1ccc2c(c1)OCCO2)C(=O)N1c2ccccc2CC1C (centres undefined)
2%	x	Nc1ncnc2c1cnn2C1CCCCC1
u	x	Cc1ccc(C2c3[nH]c4ccccc4c3C[C@H]3C(=O)N(c4ccccc4C(=O)N4CCC[C@@H]4C(=O)O)C(=O)N23)cc1 (some centres undefined)

A portion of the library; rates above refer to the full screens.
